# MITF inh: inhibitors of human MITF | O75030 | AlphaScreen MITF homodimerization, bead proximity signal | inhibition, % at 2.6 µM | 650,000 tested, 0.91% active | AID 1259374; in the data active = inhibition above about 50%;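 also: 0% = vehicle wells with protein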
# Target sequence (O75030 whole entry, looked up): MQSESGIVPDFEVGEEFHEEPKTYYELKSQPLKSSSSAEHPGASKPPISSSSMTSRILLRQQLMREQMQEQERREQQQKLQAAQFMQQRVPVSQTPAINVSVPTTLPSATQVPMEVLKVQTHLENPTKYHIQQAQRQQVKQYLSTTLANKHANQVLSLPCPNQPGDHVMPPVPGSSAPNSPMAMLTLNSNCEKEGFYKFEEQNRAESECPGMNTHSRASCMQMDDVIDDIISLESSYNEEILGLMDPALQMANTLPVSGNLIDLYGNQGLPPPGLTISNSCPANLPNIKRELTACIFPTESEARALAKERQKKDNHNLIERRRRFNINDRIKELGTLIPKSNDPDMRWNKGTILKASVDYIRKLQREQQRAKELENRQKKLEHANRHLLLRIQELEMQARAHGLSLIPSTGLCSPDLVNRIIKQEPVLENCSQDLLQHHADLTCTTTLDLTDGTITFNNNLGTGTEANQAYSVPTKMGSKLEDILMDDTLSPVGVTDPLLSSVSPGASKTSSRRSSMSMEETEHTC
# FBW7 activator: activators of human E3 ligase FBW7; 650,000 tested, 0.13% active; Q969H0; AlphaScreen FBW7–phospho-cyclin E peptide binding, activator screen; normalized activity (activation), % at 26.1 µM; in the data active = normalized activity above about 1.9%;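 also: purified mutant Fbw7 with reduced substrate affinity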
# TEAD-YAP block: TEAD-YAP interaction inhibition | HEK-TIYL cells, TEAD-Gal4/YAP UAS-luciferase luminescence | inhibition, % at 9.12 µM | 640,000 tested, 1.4% active; in the data active = inhibition above about 32%;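 also: 0% = median of test compound wells and 100% = reference inhibitor wells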
# GPR151 activ: activators of human GPR151. Q8TDV0. AID 1508602. 650,000 tested, 1% active. activation, % at 11.2 µM. PathHunter beta-arrestin GPR151 cells, luminescence; in the data active = activation above about 4.9%;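 also: 0% = median of compound wells and 100% = cells with positive control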
# Target sequence (Q8TDV0 whole entry, looked up): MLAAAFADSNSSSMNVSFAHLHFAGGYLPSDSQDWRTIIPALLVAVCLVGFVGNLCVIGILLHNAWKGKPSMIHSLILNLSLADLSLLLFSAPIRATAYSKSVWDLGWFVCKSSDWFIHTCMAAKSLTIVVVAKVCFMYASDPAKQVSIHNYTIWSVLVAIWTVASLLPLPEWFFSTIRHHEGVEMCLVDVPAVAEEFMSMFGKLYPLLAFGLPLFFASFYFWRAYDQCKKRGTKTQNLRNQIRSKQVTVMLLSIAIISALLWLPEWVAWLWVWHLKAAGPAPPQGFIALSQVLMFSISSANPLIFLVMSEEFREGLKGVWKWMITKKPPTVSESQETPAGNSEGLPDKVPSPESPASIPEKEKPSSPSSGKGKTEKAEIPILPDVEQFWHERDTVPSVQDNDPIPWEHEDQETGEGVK
# Active calls of the source: *; & = joins results of further samples.
Compound	MITF inh	FBW7 activator	TEAD-YAP block	GPR151 activ
Cn1c(NC(=O)c2ccc3c(c2)OCO3)cc(=O)n(C)c1=O	-16	0.1	-6	-0.3
COc1ccc(Cl)cc1N(CC(=O)Nc1c(C)cccc1C(C)C)S(C)(=O)=O	4	-0.2	9	-0.2
C[C@@H]1NC(=O)[C@H]2CN(C(=O)c3cc(F)ccc3F)CCN2C1=O	-8	-0.1	-5	-0.9
CCOc1ccccc1C(=O)NC(Nc1sc2c(c1C(=O)OC)CCCC2)(C(F)(F)F)C(F)(F)F	15	0.0	-1	0.4
COc1ccc(Cn2c(SCC(=O)N3CCN(c4ccccc4OC)CC3)nc3ccsc3c2=O)cc1	-9	0.1	0	-0.4
COc1cc(N(C)C)c([N+](=O)[O-])cc1C(=O)ON=C1CC2CCC(C1)N2C	2	0.1	5	-1.2
O=C(Nc1ccc(Cl)cc1)Nc1ccccc1C(=O)O	6	0.1	-14	-8.1
CCN1CCN(C(=O)C2CCCN2S(=O)(=O)c2cccc3nsnc23)CC1 (stereo not given)	0	-0.1	-4	0.8
NC(=O)c1cc2cc(Br)cc(Br)c2oc1=Nc1ccccc1	-1	0.0	4	0.7
O=C(Nc1ccc(F)c(F)c1)c1cc(S(=O)(=O)NC2CCCC2)ccc1F	10	0.0	3	0.6
CN(C)c1ccc(/C=N/n2ncc3ccccc32)cc1	-20	0.4	-47	2.3
COC(=O)C1=CN(C2CCCC2)C=C(C(=O)OC)C1c1ccc2c(c1)OCO2	-5	0.1	3	0.0
CC12CCC(C(=O)Nc3nccs3)(CC1=O)C2(C)C (stereo not given)	2	0.1	6	4.4
O=C(CSc1nnc(-c2cccnc2)n1Cc1ccccc1)Nc1cccc([N+](=O)[O-])c1	-2	-0.1	-4	-0.8
C[C@H]1C(=O)N(C)CCN1c1nc2nonc2nc1NCc1cccs1	15	0.2	0	-0.6
Cn1c(=O)[nH]c(=O)c2[nH]c(N(CCO)Cc3ccccc3)nc21	17	0.1	5	0.1
COC(=O)c1ccc(NC(=O)CSc2n[nH]c(-c3ccncc3)n2)cc1	-16	-0.1	19	-0.3
CS(=O)(=O)N1CCC(C(=O)NC(c2ccccc2)c2cnccn2)CC1 (stereo not given)	24	0.0	3	-0.1
COc1ccc(/C(O)=C2/C(=O)C(=O)N(CCCCCC(=O)O)C2c2ccc(Cl)cc2)cc1 (stereo not given)	2	-0.1	0	-0.4
CCC1CCCCN1CCCNC(=O)C1CC(=O)N(C2CCCC2)C1 (stereo not given)	4	0.1	-5	1.6
COc1cccc(/C=C2/N=C(c3cccc([N+](=O)[O-])c3C)OC2=O)c1OC	1	-0.1	-10	0.8
CN(C)/N=C/c1ccc(/C=N\NC(N)=S)cc1	0	-0.1	1	-1.8
Cc1ccc(C)c(CN2CCC3(CCC(CNC(=O)c4ccnn4C)O3)CC2)c1 (stereo not given)	-14	0.0	-3	-0.8
CC1CCCC(N2CC(=O)N(Cc3ccccc3)C(c3ccc(F)cc3)C2=O)C1C (stereo not given)	-3	0.0	-7	-0.8
O=C(NCCCCNC(=O)c1cccc(Cl)c1)c1cccc(Cl)c1	3	0.0	0	-0.9
COc1cccc(CN2CCN3C(=O)[C@H]([C@@H](C)O)NC(=O)[C@H]3C2)c1	22	-0.1	0	4.0
CCNC(=O)Cn1c(CO)cnc1SCc1ccc(Cl)cc1Cl	-6	0.0	3	-2.2
O=C1OC(c2ccc([N+](=O)[O-])cc2Cl)=N/C1=C\c1ccco1	10	0.0	-3	0.9
COc1ccc(/C=C(\NC(=O)c2ccccc2)C(=O)NCC2CCCO2)cc1 (stereo not given)	1	0.0	-3	-0.8
CN(CCOc1ccccc1)Cc1nc2ccc(Cl)cc2n1CCO	78*	-0.1	-1	-0.1
N=C1/C(=C/c2ccc(Sc3ccc(Cl)cc3)o2)C(=O)N=C2SC(C(F)(F)F)=NN12	18	0.2	-5	-1.5
COc1ccc(C(=O)On2c(C3CCCCC3)nc3ccccc3c2=O)cc1	13	-0.1	3	-1.0
O=C(NC1CC1)c1ccc(-c2nc(NCCc3ccc(O)cc3)c3[nH]cnc3n2)cc1	-2	0.0	-5	-0.8
CCN(CC)C(=O)/C(=C/c1ccc(OC)cc1)NC(=O)c1ccc(OC)cc1	-12	0.0	0	2.2
O=C(COc1ccc(Cl)cc1)NCCSc1ccccc1	-2	0.3	-11	3.0
Cc1cc(/C=N/NC(N)=S)c(O)c(/C=N/NC(N)=S)c1	82*	-0.9	0	-0.2
CC1CCCC(C)N1C(=O)COC(=O)c1ccc(Cl)cc1Cl (stereo not given)	14	0.6	10	-1.0
CCN(CC)S(=O)(=O)c1ccc(Oc2ccc(Br)cc2)c(N)c1	4	0.0	3	-1.4
O=C(CCc1nnc(-c2ccc3c(c2)OCO3)o1)NCCCc1ccccc1	-11	-0.2	-6	0.5
Cc1ccc(C(C(C(=O)c2ccco2)N2CCOCC2)N2CCOCC2)cc1 (stereo not given)	12	-0.1	-4	-1.6
COc1ccc(OC)c(C(C)NC(=O)Nc2cccc([N+](=O)[O-])c2)c1 (stereo not given)	7	-0.1	6	0.1
CCOC(=O)c1c(NC(=O)c2c(C)c(-c3ccc(Cl)cc3)nc3ccccc23)sc2c1CCC2	25	0.0	8	1.9
COc1ccc(-n2ncc3c(N4CCN(C(c5ccccc5)c5ccc(Cl)cc5)CC4)ncnc32)cc1 (stereo not given)	6	-0.2	5	2.4
CCN(CC)C(=O)C(=O)N/N=C/c1ccc(C(=O)O)cc1	1	-0.1	-8	1.0
O=C(CN1CCN(C(=O)c2ccccc2Cl)CC1)c1cccs1	46	-0.3	12	-0.2
CN(C)c1ccc(-c2nc3nc[nH]n3c2Nc2ccccc2)cc1	5	0.2	-35	-2.7
O=C(Cn1ncc2c(=O)oc3ccccc3c21)Nc1nccs1	12	0.0	7	-0.6
Cc1ccc(C)c(-n2c(CNC(=O)c3ccc(S(=O)(=O)N4CCCC4)cc3)nnc2SCC(=O)Nc2nccs2)c1	-8	0.1	-5	1.7
CCOC(=O)c1ccccc1NC(=O)CN(c1ccc(Cl)cc1Cl)S(C)(=O)=O	18	0.0	5	-0.7
COC1(OC)N=C(N)C2(C#N)C(c3cccc(Oc4ccccc4)c3)C12C#N (stereo not given)	-10	0.7	-12	1.5
c1ccc(CSc2nnc(-c3ccccn3)o2)cc1	-1	0.1	-24	-0.4
COc1cc(/C=C\c2nc(O)c([N+](=O)[O-])c(=O)[nH]2)ccc1C	-4	-0.1	12	0.5
CC(C)CC(=O)Nc1nn2c(-c3ccco3)nnc2s1	4	0.1	7	0.8
Cn1nnc(NC(=O)c2ccccc2)n1	-11	-0.3	-8	-1.7
CCOC(=O)c1[nH]c(C)c(C(=O)NC(C)(C)CC)c1C	8	0.2	3	4.3
Cc1cccc(C(=O)OC2CCOC2=O)c1O (stereo not given)	-2	0.2	-1	1.0

# Four entries from above, as labelled records:
SMILES: Cn1c(=O)[nH]c(=O)c2[nH]c(N(CCO)Cc3ccccc3)nc21
  MITF inh = 17 | FBW7 activator = 0.1 | TEAD-YAP block = 5 | GPR151 activ = 0.1
SMILES: N=C1/C(=C/c2ccc(Sc3ccc(Cl)cc3)o2)C(=O)N=C2SC(C(F)(F)F)=NN12
  MITF inh = 18 | FBW7 activator = 0.2 | TEAD-YAP block = -5 | GPR151 activ = -1.5
SMILES: COc1cccc(CN2CCN3C(=O)[C@H]([C@@H](C)O)NC(=O)[C@H]3C2)c1
  MITF inh = 22 | FBW7 activator = -0.1 | TEAD-YAP block = 0 | GPR151 activ = 4.0
SMILES: O=C(CCc1nnc(-c2ccc3c(c2)OCO3)o1)NCCCc1ccccc1
  MITF inh = -11 | FBW7 activator = -0.2 | TEAD-YAP block = -6 | GPR151 activ = 0.5

# The results go on.
# Sequence of screens – MITF inh, FBW7 activator, TEAD-YAP block, GPR151 activ
- COc1cc(C=Nc2ccccc2)cc(Br)c1O
  2, 0.0, 1, -0.1
- CCOc1cc(/C=N/NC(=O)CN2CCOCC2)ccc1Oc1nc(Cl)ncc1F
  6, 0.2, 8, 0.1
- CC1CCCCC1NC(=O)CCNS(=O)(=O)c1ccc2[nH]c(=O)ccc2c1 (stereo not given)
  5, -0.3, -5, -0.7
- O=C(O)CCC(=O)N1N=C(c2ccc([N+](=O)[O-])cc2)CC1c1ccccc1Cl (stereo not given)
  6, 0.1, -8, -0.4
- CN(CCC#N)C(=O)Cn1ncc2c1-c1ccccc1OC2
  -16, -0.1, 5, 0.4
- Cc1ccc2c(c1)CCCN2CN1C(=O)c2ccc([N+](=O)[O-])cc2C1=O
  1, 0.0, 4, 0.5
- Cn1c(=O)c2c(ncn2CC(=O)Nc2ccc(Br)cn2)n(C)c1=O
  8, 0.2, -1, 0.5
- O=C(OCC(=O)c1ccccc1Br)c1ccc([N+](=O)[O-])cc1
  -5, -0.3, -4, -0.4
- CC1=C(C(=O)OC(C)(C)C)C(c2ccc(Cl)cc2Cl)C(C#N)=C(N)O1 (stereo not given)
  10, 0.1, 12, -0.2
- COc1ccc(/C=C/C(=O)c2c(O)c3ccccc3[nH]c2=O)cc1
  9, 0.2, 7, -1.8
- CCCCc1n[nH]c(=S)n1Cc1ccc(F)cc1
  8, -0.1, -3, 1.5
- CC(C)C(=O)Nc1ccc(C(=O)NNC(=O)c2ccc([N+](=O)[O-])cc2)cc1
  11, 0.1, 1, -1.5
- NC(=O)CSc1nnc2c3c(-c4ccc(F)cc4)csc3ncn12
  5, 0.0, -4, -0.7
- CC(=O)Nc1ccc(Nc2ncnc3ccc(I)cc23)cc1
  17, 0.0, 9, 0.4
- CNc1nnc(-c2cc3cc(Br)ccc3oc2=O)s1
  12, 0.0, -31, -0.5
- COC1CCC(C(=O)N2CCc3nc(-c4ccccc4)[nH]c(=O)c3C2)CC1 (stereo not given)
  9, 0.1, -5, -0.7
- CCCC(=O)Nc1ccc(Cl)c(NC(=O)COc2ccccc2[N+](=O)[O-])c1
  -7, 0.0, -2, 0.0
- COc1ccccc1-c1ccc(SCC(=O)Nc2ccc(NC(C)=O)cc2)nn1
  1, -0.2, -2, -1.5
- CC(=O)c1cccc(NC(=O)NCc2nc3nc(C)cc(C)n3n2)c1
  2, 0.1, 8, -0.9
- COc1cc(C(=S)NCCCN2CCOCC2)ccc1OCc1ccccc1
  7, -0.1, -8, -1.7
- COc1cc(NC(=O)C(=O)NCc2cccnc2)c(OC)cc1Cl
  3, 0.1, 5, 0.0
- COc1ccc(N(C(=O)COc2ccc(Br)cc2)S(=O)(=O)c2ccc(C)cc2)cc1
  62*, 1.1, -13, 0.5
- Cc1ccc(S(=O)(=O)N2Cc3ccccc3CC2C(=O)NC(C)(C)C)cc1 (stereo not given)
  1&13, -0.1&0.4, 1&1, -0.3&0.9
- O=C(CNC(=O)c1ccccc1F)N/N=C/c1ccc([N+](=O)[O-])o1
  6, 0.2, -23, -0.2
- COc1ccc(CCN(Cc2cccnc2)C(=S)Nc2ccc(C)cc2)cc1OC
  15, 0.5, 2, 0.4
- O=C(/C=C/c1ccc(-c2ccccc2)o1)c1ccc(F)cc1
  9, -0.1, -1, -0.1
- CCCCCNS(=O)(=O)c1cccc([N+](=O)[O-])c1
  9, -0.1, 2, -0.8
- COc1ccc(CC(=O)Nc2ccc(-c3cnco3)cc2)cc1OC
  -6, -0.2, -1, -0.1
- COc1ccc(N2C(=O)CCC2=O)c(OC)c1
  1, 0.3, 2, -1.6
- COc1ccc(-n2c3c(cc(C(=O)NC4CCSC4=O)c2=O)C(=O)CC(C)(C)C3)cc1 (stereo not given)
  9, 0.0, -2, -0.2
- C=CCN1C(=O)/C(=C/c2c(NCCC)nc3c(C)cccn3c2=O)SC1=S
  18, 0.5, -10, 0.2
- CCCOc1cccc(C(=O)Nc2ccc3oc(-c4ccc5ccccc5c4)nc3c2)c1
  7, 0.0, -8, -1.5
- COC(=O)c1sc2nc3c(c(-c4ccc(C)o4)c2c1N)CCCC3
  -7, 0.0, 5, 2.9
- C=CCOC(=O)C1=C(C)NC2=C(C(=O)CC(C)(C)C2)C1c1ccc(OC)c(Br)c1 (stereo not given)
  12, 0.2, -2, -0.6
- COC(=O)C1=C(C(=O)OC)SC(=C2C(=S)C(C)(C)N(C(=O)c3cccc(OC)c3)c3c(C)cccc32)S1
  22, 0.9, -3, 0.8
- NC(=O)c1c(NC(=O)CSc2nnc(-c3ccco3)n2N)sc2c1CCCC2
  9, 0.3, 6, -0.7
- COc1ccccc1-n1nc(C(=O)Nc2ccc(Cl)cn2)c2ccccc2c1=O
  12, 0.4, 5, 7.6*
- O=C(COC(=O)c1cccc([N+](=O)[O-])c1)Nc1nc(-c2ccco2)c(-c2ccco2)s1
  18, 0.2, 5, -0.6
- Cc1c(Cl)cccc1NC(=O)C1C(c2ccccc2)=C1c1ccccc1
  0, 0.1, 7, -0.2
- Cc1cc(C)nc(/N=C(/NC(=O)c2ccc(F)cc2)Nc2ccc(F)cc2F)n1
  -3, 0.1, 3, 1.6
- CCOc1nc(C)ccc1-c1noc(-c2ccccc2C)n1
  0, 0.0, -22, -1.1
- CC(C)C(C(=O)O)N1C(=O)/C(=C/c2ccccc2O)SC1=S (stereo not given)
  4, -0.3, -9, -0.2
